Screening data from PubChem.
PKA-R2B act: PKA-R2B complex activation; activation, % at 11.4 µM; P22694+P31323; PKA-R2B holoenzyme dissociation, Cy5-IP20 fluorescence polarization; R2B truncated from residue 108, S112A mutant; 0% DMSO only, 100% 113 µM cGMP; actives 0.079% (n = 340,000);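 active = activation above a cutoff set at the mean over all compounds plus 3 SD, cut at about 18% in these data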;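 also: higher means more holoenzyme dissociation and a rise in polarization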
HTR5A ag: activates human HTR5A in OPRM1-OPRD1 agonist counter-screen | P47898 | HTR5A agonist assay, luminescence, cell-based | activation, % at 9.3 µM | actives 0.61% (n = 340,000) | AID 504692; in the data active = activation mostly above about 9.5%, no sharp cut-off; inactive = mostly below about 7.6%;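 also: 0% = cells with vehicle only and 100% = reference agonist; strong numbers were not always called active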
Target sequence (P47898 whole entry, looked up): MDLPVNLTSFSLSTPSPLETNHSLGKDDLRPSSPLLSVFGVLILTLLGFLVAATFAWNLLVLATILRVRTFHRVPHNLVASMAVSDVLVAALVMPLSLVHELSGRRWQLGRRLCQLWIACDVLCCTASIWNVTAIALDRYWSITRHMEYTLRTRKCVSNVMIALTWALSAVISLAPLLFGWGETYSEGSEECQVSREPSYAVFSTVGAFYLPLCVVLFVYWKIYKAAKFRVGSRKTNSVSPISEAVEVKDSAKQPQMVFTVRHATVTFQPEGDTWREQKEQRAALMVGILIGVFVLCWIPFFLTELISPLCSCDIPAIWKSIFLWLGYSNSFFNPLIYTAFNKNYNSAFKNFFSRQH
Tat transport: inhibitors of E. coli Tat protein transport; AID 488895; inhibition, % at 10 µM; actives 0.036% (n = 340,000); E. coli MC4100 TorA-mCherry Tat export, fluorescence;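 active = mean replicate inhibition at least 50% and at least half of replicates individually reaching 50%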;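 also: exported cargo escapes ClpAP degradation while cytoplasmic cargo is degraded and loses fluorescence; 0% = median of neutral control wells and 100% = median of NaSCN control wells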
PKA-R1A activ: activators of PKA-R1A complex; P00514+P68181; PKA-R1A dissociation, Cy5-IP20 fluorescence polarization; scaled: DMSO 0%, 113 µM cGMP 100%; activation, % at 11.4 µM; actives 0.083% (n = 340,000);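 active = percent activation above the mean of all tested compounds plus 3 SD, cut at about 19% in these data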;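 also: higher means more PKAc released from R1A so a rise in polarization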
DAGLB inh: diacylglycerol lipase beta (human) inhibition; Q8NCG7; HEK293T DAGLB membrane lysate, EnzChek fluorogenic substrate; inhibition, % at 5.17 µM; actives 0.059% (n = 340,000); AID 504411; in the data active = inhibition above about 34%;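 also: 0% = enzyme with vehicle and 100% = wells lacking enzyme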
CDK5 inh: CDK5/p35 (human) kinase inhibition; Q00535+Q15078; Recombinant CDK5/p35, ADP-Glo luminescence, 60 min; inhibition, % at 10 µM; actives 0.01% (n = 330,000);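 active = highest replicate inhibition of at least 50% and at least 75% of replicates reaching 50%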;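 also: plate controls were DMSO neutral control for no effect and GW8510 at 10 µM for full effect; many of its hits are not listed in these tables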
Target sequence (Q00535 whole entry, looked up): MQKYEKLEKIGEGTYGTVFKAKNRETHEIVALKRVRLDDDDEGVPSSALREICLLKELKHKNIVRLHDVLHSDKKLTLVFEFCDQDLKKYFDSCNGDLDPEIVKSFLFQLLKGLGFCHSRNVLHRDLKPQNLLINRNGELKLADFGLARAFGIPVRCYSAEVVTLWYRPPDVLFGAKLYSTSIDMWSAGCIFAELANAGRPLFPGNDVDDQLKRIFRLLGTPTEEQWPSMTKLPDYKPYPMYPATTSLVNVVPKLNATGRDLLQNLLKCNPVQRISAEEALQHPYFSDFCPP
Target sequence (Q15078 whole entry, looked up): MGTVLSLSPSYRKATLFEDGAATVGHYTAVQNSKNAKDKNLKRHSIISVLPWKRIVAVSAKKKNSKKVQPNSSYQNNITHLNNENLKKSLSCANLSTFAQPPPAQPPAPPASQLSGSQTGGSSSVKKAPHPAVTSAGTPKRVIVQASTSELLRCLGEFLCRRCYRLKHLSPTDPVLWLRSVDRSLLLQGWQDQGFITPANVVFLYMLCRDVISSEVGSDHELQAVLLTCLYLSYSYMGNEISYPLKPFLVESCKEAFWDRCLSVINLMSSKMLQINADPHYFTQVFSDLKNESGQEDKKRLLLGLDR
phage Ecoli inh: E. coli growth loss with phage present. inhibition, % at 11.9 µM. actives 0.26% (n = 360,000). growth absorbance; in the data active = inhibition above about 11%
SUMO Mot1 rescue: inhibitors of SUMOylation pathway: yeast Mot1-301 growth rescue; growth rescue, % at 18.8 µM; actives 1% (n = 320,000); S. cerevisiae Mot1-301 growth rescue, ATP luminescence, 38.5C; percent above DMSO median, 100 means doubled; AID 2716;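 active = every valid replicate shows activation above 250% relative to neutral control wells; inactive = the rest, any valid replicate at or below 250%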;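 also: OY570 slx delta 5 strain wells were the positive control but not used for scaling; some compounds called inactive have numbers as strong as hits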
AddAB inh: less growth of phage-infected E. coli with AddAB. E. coli expressing H. pylori AddAB, absorbance growth. inhibition, % at 11.9 µM. actives 0.29% (n = 330,000); in the data active = inhibition above about 12%;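 also: 0% = vehicle wells of infected cells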
HTR5A inv ag: HTR5A inverse agonism, opioid heterodimer counter-screen. P47898. HTR5A cell line, luminescence. inhibition, % at 9.3 µM. actives 0.083% (n = 340,000); in the data active = inhibition mostly above about 23%, no sharp cut-off; inactive = mostly below about 18%;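 also: 0% = cells with DMSO and 100% = no-cell wells with DMSO; some compounds called inactive have numbers as strong as hits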
E coli growth: reduces bacterial viability in AddAB counter-screen. inhibition, % at 11.9 µM. E. coli V3065 growth, OD600 absorbance, 18 h. actives 0.27% (n = 330,000);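 active = inhibition above the campaign's mean inhibition across all tested compounds plus 3 SD, cut at about 9.9% in these data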;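 also: uninfected addAB+ strain grown without phage in ampicillin broth; 0% = DMSO wells and 100% = ciprofloxacin 0.95 µg/ml wells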
The depositor's hits bear a star; · = no result given.

SMILES | PKA-R2B act | HTR5A ag | Tat transport | PKA-R1A activ | DAGLB inh | CDK5 inh | phage Ecoli inh | SUMO Mot1 rescue | AddAB inh | HTR5A inv ag | E coli growth
Cc1ccc(NCc2nnc(SCC(=O)N3CCc4ccccc43)n2C)cc1 | 9.1 | 3.0 | 2.7 | 9.6 | 4.4 | -0.7 | 0.6 | -1.8 | 1.6 | -19.1 | -1.5
COc1ccc(OC)c(C2=NOC(C(=O)Nc3ccccc3SC)C2)c1 (stereo unspecified) | 5.5 | 0.3 | 5.2 | 3.7 | -3.5 | 3.1 | 1.1 | 18.8 | -0.5 | -21.7 | -2.5
COc1cc(-c2noc(C)c2C(=O)N[C@@H](CO)Cc2ccccc2)cc(OC)c1OC | -6.0 | 3.1 | -0.6 | 0.5 | -0.7 | -1.3 | 2.5 | · | · | -10.7 | ·
COc1ccc(CNc2nc(NCc3ccc(OC)cc3)n(C(=O)c3ccccc3[N+](=O)[O-])n2)cc1 | -0.8 | 8.1 | -0.9 | -7.8 | 0.4 | 0.1 | 0.8 | 6.1 | -2.5 | -10.3 | -1.9
CCN(c1ccccc1)S(=O)(=O)c1ccc2[nH]c(=O)[nH]c2c1 | 1.5 | -1.6 | -2.3 | 3.6 | -0.4 | -1.9 | 4.2 | 6.3 | 1.2 | 4.2 | 1.1
Cc1cc(NC(=O)C(C)SCC(=O)Nc2ccccc2N2CCCCC2)no1 (stereo unspecified) | 1.7 | 1.7 | -1.5 | -1.5 | 1.1 | -0.7 | 0.7 | -0.9 | -1.4 | 3.7 | 0.2
Cc1ccc(OCC(=O)Nc2ccc3oc(=O)ccc3c2)c(C)c1 | -5.6 | 3.5 | 6.5 | -10.3 | -0.6 | 0.1 | 2.7 | -6.4 | 3.9 | -10.5 | 1.1
O=C(CCl)c1ccc2[nH]c(=O)oc2c1 | -1.6 | 2.4 | -11.3 | -17.2 | 3.1 | 3.5 | 3.7 | -2.1 | 0.3 | 5.2 | -0.4
CC1(C)C[C@H]2C3=CCC4[C@@]5(C)CC[C@H](O)[C@](C)(CO)C5CC[C@@]4(C)[C@]3(C)CC[C@@]2(C)[C@H](O)[C@@H]1O (stereo partly specified) | -1.9 | 7.4 | -7.8 | 0.0 | 1.3 | -1.1 | 2.5 | · | 1.4 | -40.8 | -0.6
Cc1ccccc1OCc1n[nH]c(=S)n1-c1cccc(Cl)c1 | -16.6 | 1.0 | 3.1 | -4.2 | 15.6 | 0.6 | 3.2 | -23.2 | 1.1 | 20.8 | -0.6
Cc1ccc2c(c1)cc1c(=O)[nH]ncn12 | 13.5 | 0.9 | -3.6 | -12.3 | -2.3 | 6.7 | 2.4 | -7.4 | -1.0 | -11.1 | 2.1
CCOc1ccc(NC2=NC(C(=O)NCc3ccccc3)CC(=O)N2)cc1 (stereo unspecified) | -9.6 | 7.1 | -1.8 | 7.2 | 2.6 | -1.9 | -0.6 | -17.7 | -0.8 | -4.3 | -2.4
CC(C)C(OC(=O)c1cccs1)C(=O)NCc1ccc2c(c1)OCO2 (stereo unspecified) | 4.0 | 2.1 | 0.2 | 13.6 | 2.8 | -2.2 | 4.0 | 2.5 | 4.4 | -6.1 | 1.1
CCOC(=O)c1c(NC(=O)COC(=O)CCOc2cc(C)ccc2C)sc(C(=O)N(C)C)c1C | -1.8 | 0.3 | 11.9 | -0.7 | -12.7 | 0.1 | -0.7 | · | · | -6.0 | ·
CC(=O)Nc1ccc(S(=O)(=O)N(C)CC(=O)NCCC2=CCCCC2)cc1 | -9.6 | 4.1 | -2.9 | -3.2 | 0.7 | 0.1 | -0.5 | -6.7 | 4.2 | -3.4 | 0.6
Cc1cccc(NS(=O)(=O)c2c(C)n[nH]c2C)c1 | -7.5 | -1.6 | 0.4 | -1.2 | -3.3 | 2.6 | 0.9 | -2.2 | 1.3 | 4.0 | 2.2
Cc1ccc(C)c(S(=O)(=O)N2CCCOC2CNC(=O)C(=O)NCCCn2ccnc2)c1 (stereo unspecified) | 3.1 | 6.0 | 0.5 | 0.6 | 1.8 | -0.5 | 2.7 | -7.1 | 1.3 | -23.2 | 2.2
Cc1ccsc1C(=O)N/N=C/c1ccc([N+](=O)[O-])cc1 | -1.7 | 3.6 | 2.2 | -2.4 | 2.9 | 0.6 | 1.7 | 5.1 | 0.7 | -17.9 | 2.2
CCc1ccccc1NC1Nc2cc(C)nn2S1 (stereo unspecified) | -11.2 | -1.3 | -0.3 | 5.8 | -0.3 | -1.8 | -0.2 | 3.5 | 1.7 | 18.9 | 1.3
CCN(CC(=O)Nc1ccc2c(c1)OCCO2)S(=O)(=O)c1ccccc1 | -2.6 | -3.5 | -0.4 | -7.7 | -1.3 | 1.2 | -1.6 | -1.0 | 2.5 | 9.1 | 0.8
O=C(CN1CCN(C(=O)c2cncn2-c2ccccc2)CC1)Nc1ccccc1Cl | -2.2 | 1.2 | -2.8 | 1.2 | 0.1 | 1.1 | 5.8 | 33.9 | -1.5 | -11.9 | 1.1
Cc1ccc(C(=O)NCC(c2ccco2)N2CCc3ccccc32)cc1C (stereo unspecified) | -12.1 | 0.4 | 23.3 | -12.5 | 1.7 | -6.4 | 4.1 | -9.9 | -0.7 | -1.2 | 0.3
O=C(N/N=C/c1cc(Br)c(Br)o1)C(O)c1ccccc1 (stereo unspecified) | -4.9 | -5.2 | 3.6 | -4.9 | -1.6 | -0.8 | 1.9 | -2.5 | 1.9 | 13.0 | 0.9
S=C(NC1CCCCC1)N1CCc2ccccc2C1 | -16.8 | 2.6 | 6.9 | 4.0 | -2.2 | 1.4 | 3.2 | -3.2 | 3.4 | -22.2 | -3.5
C=CCn1c(-c2ccc(S(=O)(=O)N3CCOCC3)cc2)csc1=Nc1ccccc1 | 5.1 | -2.1 | 1.0 | 3.2 | 0.3 | 0.2 | 4.8 | 8.9 | -1.0 | 5.1 | -0.9
COCCNC(C)C(=O)C12CC3CC(CC(C3)C1)C2 (stereo unspecified) | -3.8 | 0.4 | 1.0 | 3.9 | -3.2 | -0.2 | 2.0 | 4.3 | 0.1 | 0.3 | 1.6
CCOCC(=O)Nc1ccccc1C(=O)O | -1.0 | -2.5 | -1.3 | 2.9 | -0.8 | -1.0 | 1.7 | 10.3 | -6.8 | -0.9 | -1.3
CCOC(=O)c1c(C)oc2c1c(C(c1ccccc1)N1CCOCC1)c(O)c1ccccc12 (stereo unspecified) | -3.1 | 2.1 | -1.2 | -3.7 | 2.5 | -0.4 | 3.5 | 10.6 | 0.6 | -4.9 | 1.5
Cc1cc(C(=O)Nc2c(C)nn(Cc3ccc(Cl)cc3)c2C)no1 | 10.9 | 0.3 | 7.5 | 5.3 | -0.7 | -0.1 | 0.8 | 432.7 | 2.6 | -1.0 | 2.2
COc1ccccc1NS(=O)(=O)c1cc(C(=O)NCc2ccncc2)ccc1C | -4.4 | -1.3 | -0.2 | 1.5 | 0.3 | -1.3 | 2.5 | 6.4 | 1.1 | -3.6 | 1.0
Cc1scc(C(=O)N/N=C/c2ccco2)c1C | 6.7 | 0.4 | 4.9 | 5.0 | 0.3 | -1.3 | 2.4 | 8.3 | -0.3 | -13.0 | -0.9
CC1=Nc2ccccc2/C1=C/c1sc(=S)n(-c2cccc(C(=O)O)c2)c1O | -14.2 | -0.7 | 12.2 | -4.7 | -1.9 | -0.2 | 0.8 | · | · | 5.2 | ·
CC(C)(C)NS(=O)(=O)c1ccc2nc(NC(=O)c3ccc(N4C(=O)CCC4=O)cc3)sc2c1 | 9.1 | -0.9 | -23.7 | 0.0 | 0.6 | -0.9 | 2.0 | 63.0 | 0.6 | 6.8 | -0.5
COc1ccc(Cn2c(N)c(C#N)c3nc4ccccc4nc32)cc1 | -7.5 | -0.5 | 4.2 | -10.3 | -0.6 | -1.0 | 2.1 | 4.0 | 0.6 | 0.7 | -0.6
Cn1c2c(c3ccccc31)CCN1CCC[C@]21c1ccccc1 | 2.5 | 0.8 | 4.2 | -7.7 | -4.4 | -1.1 | 0.2 | -6.9 | 3.0 | -2.9 | -0.3
CC(C)(C)NC(=O)CCCSc1nc2ccccc2s1 | -2.2 | -2.5 | -3.0 | 3.6 | 1.0 | -0.6 | -1.3 | -6.8 | 1.6 | 6.4 | 1.9
O=C(O)c1ccc(S(=O)(=O)c2ccc3c(c2)C(=O)N(CC2CCCO2)C3=O)cc1 (stereo unspecified) | 8.8 | 0.5 | -5.2 | 1.7 | 0.4 | -1.5 | 1.4 | 4.4 | -1.9 | -1.2 | -0.4
Cc1ccc(N2CCN(c3ncccc3[N+](=O)[O-])CC2)c(C)c1 | -1.3 | -3.5 | 0.4 | -5.5 | -7.2 | -0.2 | 0.1 | 20.0 | 0.9 | 12.6 | 0.3
CN(C)CCCNC(=O)c1ccc(/C=N/O)nc1 | 10.7 | 1.5 | -4.3 | -0.8 | 0.5 | -1.0 | 2.1 | · | · | -3.9 | ·
COc1ccc(C(=O)CCC(=O)NCCc2ccccc2F)cc1 | 7.7 | 1.9 | -4.2 | 4.2 | 0.1 | 0.5 | 1.2 | -18.2 | -1.3 | -7.2 | -3.0
CC1CCc2c(sc3ncn(Cc4ccc(C(=O)O)cc4)c(=O)c23)C1 (stereo unspecified) | -11.8 | 5.3 | -5.7 | 4.8 | 1.1 | -6.3 | 5.0 | -15.6 | 0.3 | 2.5 | -0.9
Cc1ccc(C(=O)N=c2sccn2C)o1 | -0.3 | -1.4 | 4.8 | -3.9 | 1.1 | 1.2 | 3.0 | 14.0 | 2.0 | 11.1 | 0.6
COc1ccc(OC)c2sc(NC(=O)C3COc4ccccc4O3)nc12 (stereo unspecified) | -5.3 | -2.6 | 3.2 | -6.8 | -3.5 | -1.0 | 2.9 | 9.9 | 1.0 | -37.3 | 0.3
NC(=O)c1ccccc1OCC(=O)Nc1ccc2c(c1)OCCO2 | -0.2 | -0.5 | -1.4 | -0.4 | 3.4 | -0.2 | 1.8 | · | · | 1.6 | ·
O=C(NCc1cccnc1)c1cc(Sc2ccc(F)cc2F)nc2ccccc12 | -9.9 | 2.4 | 8.7 | -2.0 | -1.5 | 3.3 | 4.1 | 3.3 | 2.3 | -47.2 | -1.2
COc1cc(NCCCn2ccc(NC(=O)OCc3ccccc3)nc2=O)cc(OC)c1OC | -0.6 | 1.1 | -5.2 | 3.4 | 1.0 | -3.1 | 0.7 | · | · | -4.2 | ·
COc1ccc(C(=O)NCC(=O)OCC(=O)Nc2ncc(Cl)cc2Cl)cc1[N+](=O)[O-] | -7.7 | -4.9 | -5.4 | -19.1 | 3.2 | -1.4 | 2.0 | -12.2 | 2.5 | -4.0 | 1.9
